APP 5UTR inh: inhibitors of APP translation via 5'UTR reporter, primary screen, APP 5'UTR luciferase, SH-SY5Y cells; SH-SY5Y APP 5'UTR-luciferase reporter, luminescence; hit rate 0.82% among 190,000; inhibition, % at 2 µM;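 active = inhibition above a set limit, derived from the sample mean plus 3 SD, cut at about 45% in these data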; note: values of inactives mirror those of a sister screen read the other way
STAT1 blocker: STAT1 signaling inhibitors, primary screen, cell-based, HTS, luciferase reporter; NIH 3T3 STAT1-luciferase reporter, IFN-gamma, luminescence; inhibition, % at 5.5 µM; hit rate 0.35% among 200,000; AID 920, 2007;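 active = inhibition above a set limit, the mean inhibition across all tested compounds plus 3 SD, cut at about 34% in these data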;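 note: 0% = IFN-gamma with DMSO and 100% = IFN-gamma with 300 µM nifuroxazide; values of inactives mirror those of a sister screen read the other way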
STAT3 act: IL-6 driven STAT3 reporter potentiators, primary screen, U3A cells, luciferase, luminescence, MLSCN library | hit rate 0.91% among 190,000 | activation (% of control), % at 5.6 µM | AID 871, 2007 | IL-6 STAT3-luciferase reporter; 100% = signal with IL-6 EC80 alone;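 active = activation above the screen-wide mean of compound activation plus 3 SD, cut at about 130% in these data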;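 note: 0% = background luminescence of wells with medium and substrate only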
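Detection: reporter luminescence signal / Assay system: STAT1-lacking human U3A cells, STAT3 luciferase reporter / Incubation: compound pre-incubation 1 h before IL-6, then 6 h stimulation at 37 °C / Control set: IL-6-only high control / Read-out: % activation relative to IL-6 control / Probe or stimulus: Interleukin-6, 33 ng/mL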
STAT3 blocker: IL-6 driven STAT3 reporter inhibitors, primary screen, U3A cells, luciferase, luminescence, MLSCN library; AID 862, 2007; hit rate 0.89% among 190,000; IL-6 STAT3-luciferase reporter; host cell line lacks STAT1; inhibition, % at 5.5 µM;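 active = inhibition above the mean inhibition across all screened compounds plus 3 SD, cut at about 44% in these data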;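 note: 0% = DMSO only wells and 100% = 100 µM nifuroxazide control wells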
STAT1 activator: STAT1 signaling activators, primary screen, cell-based, HTS, luciferase reporter | activation (% of control), % at 5.5 µM | AID 932, 2007 | hit rate 2.6% among 200,000 | NIH 3T3 STAT1-luciferase reporter, IFN-gamma, luminescence; 100% = IFN-gamma alone, no compound;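 active = activation above the screen-wide mean activation plus 3 SD, cut at about 130% in these data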;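 note: raw ratio to IFN-gamma control signal so 100% means no change and 0% no light; values of inactives mirror those of a sister screen read the other way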
FLuc inhib CS: firefly luciferase enzyme inhibitors, primary screen, artefact control for luciferase-based inhibitor screens, biochemical, luminescence, ATPLite; 10 min; Luciferin 4-monooxygenase (Photinus pyralis), P08659; AID 1006, 2008; inhibition, % at 10 µM; hit rate 1.5% among 200,000;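 active = inhibition above about 50% when tested at 10 µM, limit read from the data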
Target sequence (P08659 whole entry, looked up): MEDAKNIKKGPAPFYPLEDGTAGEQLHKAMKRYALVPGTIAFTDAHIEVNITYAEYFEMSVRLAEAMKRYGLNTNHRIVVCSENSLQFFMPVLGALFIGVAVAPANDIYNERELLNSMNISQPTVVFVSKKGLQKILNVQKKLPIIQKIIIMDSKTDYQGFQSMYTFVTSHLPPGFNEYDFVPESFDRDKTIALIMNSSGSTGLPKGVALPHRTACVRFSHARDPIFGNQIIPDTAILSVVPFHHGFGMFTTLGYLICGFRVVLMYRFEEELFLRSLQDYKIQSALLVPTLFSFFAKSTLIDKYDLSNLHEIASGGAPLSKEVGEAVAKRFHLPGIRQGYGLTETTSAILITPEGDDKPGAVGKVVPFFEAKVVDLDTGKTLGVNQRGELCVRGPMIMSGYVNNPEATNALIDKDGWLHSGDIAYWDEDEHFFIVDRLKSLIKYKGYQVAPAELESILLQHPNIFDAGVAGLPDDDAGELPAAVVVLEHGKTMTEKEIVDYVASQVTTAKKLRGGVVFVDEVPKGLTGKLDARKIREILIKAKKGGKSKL
NF-kB neuron act: activators of NF-kB expression in neurons, primary screen, cell-based, HTS. hit rate 1.6% among 190,000. AID 1239, 2008. fold change at 12.5 µM. human neuronal cells, NF-kB reporter expression; active compounds read high; in the data active = fold change above about 3.3
RAM inhibit: inhibitors of the yeast RAM network, primary screen, dse1pr::URA3 reporter, 5-FOA selection; hit rate 1.8% among 190,000; S. cerevisiae dse1pr::URA3 reporter, 5-FOA growth OD615, 2 d; analog-sensitive cbk1-as2 kinase mutant strain; inhibition, % at 50 µM; AID 868, 2007;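 active = inhibition above a set limit, 3 SD over mean compound inhibition, cut at about 8.4% in these data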;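 note: 0% = DMSO-only wells with no growth and 100% = 10 µM 1-NA-PP1 full growth; inhibition rescues growth on 5-FOA so higher OD means more RAM inhibition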
APP 5'UTR act: activators of APP 5'UTR luciferase reporter, primary screen, SH-SY5Y cells. activation, % at 2 µM. AID 1276, 2008. SH-SY5Y APP 5'UTR luciferase reporter, luminescence; zero percent = DMSO vehicle wells. hit rate 1% among 190,000;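 active = activation above a set limit, based on mean plus 3 SD of controls, cut at about 140% in these data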; note: values of inactives mirror those of a sister screen read the other way
Hsp70 activator: Hsp70 transcriptional activators, primary screen, cell-based, HeLa, Hsp70 promoter luciferase, luminescence, 10 µM; activation, % at 10 µM; hit rate 0.04% among 200,000; HeLa Hsp70 promoter luciferase reporter; scaled: vehicle 0, proteasome-inhibitor control 100%;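 active = activation above the mean across all tested compounds plus 3 SD, cutoff set per campaign, cut at about 5.5% in these data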;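 note: 100% = MG132 at 30 µM as the positive control and 0% = DMSO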
Starred values were filed as active, the others as inactive.

Order of results – STAT3 blocker | APP 5UTR inh | RAM inhibit | APP 5'UTR act | STAT1 activator | STAT1 blocker | Hsp70 activator | STAT3 act | FLuc inhib CS | NF-kB neuron act
- C=CCOC(=O)c1[nH]c2c(c1C)C(=O)CC(c1ccco1)C2 (stereo not drawn)
→ -36.1 | 96.5* | 0.9 | -96.5 | 96.5 | 4.6 | 0.7 | 129.6 | -3.5 | 4.68*
- Cc1ccc(S(=O)(=O)N2CCC(C(=O)N[C@@H](C)C(=O)NCC3CCCO3)CC2)cc1 (stereo partly drawn)
→ -6.8 | 7.9 | -0.5 | -7.9 | 101.3 | -0.1 | -0.1 | 111.6 | -6.1 | 1.04
- COC(=O)C(C#N)C(=C1C(=O)CC(C)(C)CC1=O)c1ccc(O)cc1 (stereo not drawn)
→ 1.6 | 5.3 | 1.9 | -5.3 | 100.5 | -0.6 | 0.2 | 102.0 | -4.2 | 1.07
- CN(C)S(=O)(=O)N(CC(=O)N(Cc1ccccc1)Cc1ccccc1)c1ccccc1
→ 4.4 | -1.4 | 7.4 | 1.4 | 72.1 | 30.2 | -0.4 | 102.2 | -5.2 | 0.48
- COc1ccc(CCn2cnc(=O)c(C#N)c2C)cc1OC
→ -3.6 | -31.4 | 1.2 | 31.4 | 103.5 | -3.9 | 0.0 | 107.4 | -7.7 | 0.85
- O=C(NCc1n[nH]c(=S)n1-c1ccc(Br)cc1)c1cccs1
→ 0.5 | 11.8 | 0.2 | -11.8 | 94.1 | 4.7 | -0.2 | 101.6 | -3.8 | 0.98
- O=c1[nH]nc(Cc2ccccc2)c2ccccc12
→ 4.1 | 8.4 | 0.3 | -8.4 | 99.9 | 0.1 | -0.3 | 102.5 | -4.4 | 1.09
- C(#CC12CC3CC(CC(C3)C1)C2)CN1CCOCC1
→ -4.0 | -6.3 | -0.6 | 6.3 | 98.2 | 0.9 | 0.1 | 104.3 | -3.5 | 1.07
- Cc1cccc(NC(=O)c2n[nH]c([N+](=O)[O-])c2Br)c1C
→ 32.5 | -132.4 | 0.7 | 132.4 | 123.1 | -27.1 | 0.3 | 77.1 | 37.4 | 4.07*
- O=c1[nH]c2c(c(=O)[nH]1)CCC2
→ 8.8 | 2.2 | -0.8 | -2.2 | 105.4 | -7.3 | 0.0 | 99.1 | -2.0 | 1.04
- CC(=O)c1ccc(S(=O)(=O)Nc2cccc(S(=O)(=O)NC3=NCCC3)c2)cc1
→ -7.7 | 1.1 | 1.3 | -1.1 | 105.5 | -6.2 | -0.3 | 104.2 | -8.5 | 1.02
- Cc1noc(C)c1CSc1ccccc1C(=O)N1CCN(c2ccccc2)CC1
→ 14.6 | 5.7 | 1.5 | -5.7 | 97.5 | 2.5 | -0.2 | 90.4 | -3.8 | 1.05
- COCCNC(=O)c1sc2ncn(CC(=O)Nc3ccc(C)c(Cl)c3)c(=O)c2c1C
→ 1.0 | -7.7 | 1.1 | 7.7 | 90.9 | 9.3 | -0.3 | 101.0 | -7.0 | 0.96
- CSCCC(C(=O)OCC(=O)c1ccc(C)c(C)c1)N1C(=O)c2cc(Cl)c(Cl)cc2C1=O (stereo not drawn)
→ -8.5 | -2.1 | 6.8 | 2.1 | 104.7 | -5.1 | -0.2 | 104.4 | -1.6 | 1.11
- CC(C)(C)OC(=O)N1CCC(c2cc(=O)n3[nH]cc(C(=O)NC4CCCC4)c3n2)CC1
→ 9.8 | -7.3 | 0.3 | 7.3 | 101.3 | -1.4 | -0.2 | 99.2 | -2.7 | 1.2
- COc1ccc(-c2noc(CN3CCCCC3c3nccn3C)n2)cc1 (stereo not drawn)
→ 6.2 | 8.5 | -0.7 | -8.5 | 99.7 | -1.8 | -0.5 | 97.6 | 1.2 | 0.87
- Cc1ccc(NC(=O)CSc2nnc(-c3cccs3)o2)cc1S(=O)(=O)N1CCCCC1
→ 5.0 | -3.3 | 3.2 | 3.3 | 96.3 | 4.2 | 0.2 | 98.0 | -1.5 | 1.01
- COc1ccccc1C(=O)NNC(=O)c1nn(Cc2ccccc2)c(=O)c2ccccc12
→ -37.7 | -14.3 | 3.9 | 14.3 | 92.2 | 8.8 | -0.1 | 134.9* | 0.2 | 1
- COCCCNC(=S)NC(=O)c1ccc([N+](=O)[O-])cc1
→ 1.2 | -1.1 | -0.4 | 1.1 | 108.1 | -9.1 | 0.0 | 102.3 | -0.6 | 1.32
- N#C/C(=C/c1ccc([N+](=O)[O-])cc1)C(N)=O
→ 8.4 | 9.7 | 0.8 | -9.7 | 102.8 | -2.7 | 0.0 | 100.0 | -8.7 | 1
- Cc1cccc(NC(=O)Nc2ccc([N+](=O)[O-])cc2)n1
→ 11.8 | -15.4 | 1.0 | 15.4 | 133.9* | -36.0 | 0.0 | 90.4 | -2.8 | 1.09
- C/C(=N\NC(=O)CC#N)c1cc2ccccc2oc1=O
→ -3.1 | -8.8 | 1.0 | 8.8 | 101.8 | -2.0 | -0.1 | 101.7 | -2.4 | 1.01
- Cc1ccc(S(=O)(=O)C(C#N)c2nc3ccccc3nc2N2CCN(C)CC2)cc1 (stereo not drawn)
→ 43.5* | 3.3 | -0.7 | -3.3 | 109.4 | -10.3 | 0.0 | 66.6 | -8.1 | 0.87
- CCOC(=O)c1cccc(NC(=O)CSc2nnnn2CC)c1
→ 9.0 | 8.1 | 1.4 | -8.1 | 98.4 | 1.8 | -0.3 | 95.0 | -9.1 | 1.12
- CCc1nc(SCC(=O)O)c(C#N)c2c1CCCC2
→ 7.4 | -25.7 | 0.6 | 25.7 | 99.8 | -1.9 | -0.6 | 96.5 | -2.4 | 1.02
- O=C(CCN1CCOCC1)N1CCc2c([nH]c3ccccc23)C1c1cccc(Cl)c1 (stereo not drawn)
→ -41.4 | 11.1 | 1.9 | -11.1 | 94.2 | 6.1 | -0.4 | 142.3* | -4.6 | 1.12
- COc1ccccc1CCc1nnc(CCC(=O)NC(C)Cc2cccnc2)o1 (stereo not drawn)
→ -3.0 | 7.4 | -0.4 | -7.4 | 105.9 | -7.5 | -0.1 | 103.5 | 0.7 | 0.86
- O=C(CN1CCCN(Cc2ccc(F)cc2Cl)C1=O)NC1CCCC1
→ 3.2 | 14.7 | -0.1 | -14.7 | 102.6 | -4.0 | -0.4 | 100.3 | -4.5 | 1.1
- CC(C)C(=O)N1CCC(c2nc(-c3ccc(S(=O)(=O)N4CCCC4)cc3)no2)CC1
→ 4.9 | 3.2 | -1.6 | -3.2 | 94.1 | 6.6 | -0.3 | 104.6 | -3.9 | 1.02
- CCOc1ccc(-c2nc(N)ncc2Oc2cccc(OC)c2)c(O)c1
→ -17.5 | -4.9 | 1.6 | 4.9 | 108.3 | -9.1 | 0.0 | 114.9 | 1.9 | 0.91

Of the compounds above, 2 have bromine:
Order of results – STAT3 blocker | APP 5UTR inh | RAM inhibit | APP 5'UTR act | STAT1 activator | STAT1 blocker | Hsp70 activator | STAT3 act | FLuc inhib CS | NF-kB neuron act
- O=C(NCc1n[nH]c(=S)n1-c1ccc(Br)cc1)c1cccs1
→ 0.5 | 11.8 | 0.2 | -11.8 | 94.1 | 4.7 | -0.2 | 101.6 | -3.8 | 0.98
- Cc1cccc(NC(=O)c2n[nH]c([N+](=O)[O-])c2Br)c1C
→ 32.5 | -132.4 | 0.7 | 132.4 | 123.1 | -27.1 | 0.3 | 77.1 | 37.4 | 4.07*

Other records
Order of results – STAT3 blocker | APP 5UTR inh | RAM inhibit | APP 5'UTR act | STAT1 activator | STAT1 blocker | Hsp70 activator | STAT3 act | FLuc inhib CS | NF-kB neuron act
- O=S(=O)(Nc1ccc(-n2cccc2)cc1)c1ccc(F)cc1
→ 6.0 | -57.7 | -1.1 | 57.7 | 108.9 | -10.0 | -0.1 | 98.3 | -2.0 | 1.23
- CSc1nc2c(c(=O)[nH]1)C(c1ccc(Br)cc1)CC(=O)N2 (stereo not drawn)
→ -3.7 | 12.5 | 5.4 | -12.5 | 96.0 | 2.4 | -0.1 | 106.3 | 0.0 | 0.94
- CC(OC(=O)c1ccc(Cl)nc1)C(=O)NC(C)(C)C (stereo not drawn)
→ 12.2 | -2.4 | 1.9 | 2.4 | 97.9 | 1.6 | -0.1 | 99.4 | -8.3 | 1.18
- CCCn1c(Sc2nnnn2-c2ccccc2)n[nH]c1=O
→ 6.1 | -22.1 | 0.1 | 22.1 | 95.2 | 5.2 | 0.1 | 99.4 | -7.6 | 1.07
- CC1(C)CC(CC(=O)O)(c2ccccc2)CCO1 (stereo not drawn)
→ 3.8 | -8.5 | -0.4 | 8.5 | 109.4 | -10.3 | 0.0 | 104.5 | -7.5 | 1.02
- O=C1CCCN1c1cccc(Br)c1
→ 0.3 | 1.7 | -0.1 | -1.7 | 109.4 | -8.0 | -0.5 | 102.9 | -4.9 | 0.97
- COc1ccc(CSC(=N)N)cc1[N+](=O)[O-]
→ 4.4 | -8.9 | 2.3 | 8.9 | 102.5 | -2.8 | -0.2 | 101.1 | -0.7 | 1.1
- CCn1c2ccccc2c2cnc(N=CN(C)C)c(C#N)c21
→ 27.0 | 19.4 | 1.4 | -19.4 | 100.4 | -0.5 | -0.1 | 79.8 | -6.5 | 0.67
- CCOC(=O)c1ccc(N2C(=O)CC(N3CCC(O)(c4ccc(Cl)cc4)CC3)C2=O)cc1 (stereo not drawn)
→ 26.0 | -14.3 | 0.9 | 14.3 | 90.2 | 10.7 | -0.4 | 82.1 | -8.0 | 1.05
- N#Cc1sc2nc(C3CC3)cc(-c3ccccc3)c2c1N
→ -1.0 | -9.5 | 2.8 | 9.5 | 103.6 | -4.0 | -0.5 | 103.6 | 0.3 | 0.9
- CCn1c(=O)cc(OCC(=O)N2CCN(c3cccc(C(F)(F)F)c3)CC2)c2ccccc21
→ 12.9 | -1.9 | 2.8 | 1.9 | 97.5 | 2.7 | -0.3 | 92.1 | -0.2 | 0.36
- CCCC[n+]1ccc(-c2nc3ccc([N+](=O)[O-])cc3[nH]2)cc1
→ -3.7 | 2.1 | -0.1 | -2.1 | 101.6 | -1.8 | -0.2 | 103.2 | -2.0 | 1.42
- CC(C)(C)c1ccc(C2C3=C(CCCC3=O)NC3=C2C(=O)c2ccccc23)cc1 (stereo not drawn)
→ 5.5 | 5.8 | 2.2 | -5.8 | 97.2 | 3.0 | -0.3 | 101.3 | -4.4 | 0.62
- COC(=O)CC1Sc2ccccc2NC1=O (stereo not drawn)
→ 14.1 | 8.7 | -0.7 | -8.7 | 97.6 | 1.4 | -0.4 | 93.3 | -8.2 | 1.14
- COCCN(C(=O)CNC(=O)c1ccco1)C(C(=O)NC1CCCCC1)c1cccc(OC)c1 (stereo not drawn)
→ 4.3 | 4.8 | 8.0 | -4.8 | 101.7 | -1.8 | -0.3 | 99.3 | -5.0 | 1.04
- Cc1ccc(OCC(=O)Nc2ccc(S(=O)(=O)N3CCCCC3)cc2)c([N+](=O)[O-])n1
→ 1.0 | -5.8 | 1.7 | 5.8 | 89.3 | 10.8 | -0.4 | 101.2 | -10.2 | 1.03

High-throughput results deposited in PubChem by several laboratories.
